DAX1 inh-1: blocks DAX1 repression of SF-1 activated StAR promoter; HEK293T StAR-luciferase reporter, SF-1/DAX-1 repression relief; inhibition, % at 6.8 µM; hit rate 1.1% among 370,000; AID 652010;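 active means inhibition above the mean over all tested compounds plus 3 SD, cut at about 3.6% in these data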;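 further: 0% = DAX-1 cells with DMSO and 100% = cells lacking DAX-1 with DMSO; higher inhibition means more luminescence from relief of DAX-1 repression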
FXN GAA850 act: activators of GAA850 frataxin (FXN) promoter; HEK293 lucGAA850 FXN promoter luciferase reporter, 24 h; percent of 10 µM SAHA response; activation, % at 6 µM; hit rate 0.56% among 360,000; AID 540364;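 active means activation above the average of all compounds screened plus 3 SD, cutoff fixed separately per campaign, cut at about 7.5% in these data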;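 further: 0% = DMSO wells and 100% = 10 µM SAHA wells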
hgDAF-12 ag: hgDAF-12 agonism, primary luciferase screen. HEK293 GAL4-hgDAF12 UAS-luciferase reporter, agonist luminescence; normalized to butyrate control. activation, % at 6.8 µM. AID 687014. hit rate 1.8% among 370,000;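 active means activation above a cutoff set at the mean of all screened compounds plus 3 SD, cut at about 10% in these data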;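 further: 0% = DMSO wells and 100% = sodium butyrate wells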
SMARCA2 act: increases SMARCA2 function in MMTV reporter cells | MG213 cells, MMTV-luciferase reporter, dexamethasone, overnight | activation, % at 9.1 µM | hit rate 1% among 370,000 | AID 652017; in the data active means activation above about 7.8%;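 further: 0% = vehicle wells and 100% = reference activator wells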
proKLK7 act: activates the human kallikrein-7 zymogen. purified proKLK7, EDANS-DABCYL substrate fluorescence; 100% is mature enzyme control, 0% vehicle. activation, % at 7 µM. AID 652039. hit rate 0.9% among 370,000. P49862;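 active means activation above the mean of all tested compounds plus 3 SD, computed per campaign excluding outliers beyond control limits, cut at about 13% in these data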
Target sequence (P49862 whole entry, looked up): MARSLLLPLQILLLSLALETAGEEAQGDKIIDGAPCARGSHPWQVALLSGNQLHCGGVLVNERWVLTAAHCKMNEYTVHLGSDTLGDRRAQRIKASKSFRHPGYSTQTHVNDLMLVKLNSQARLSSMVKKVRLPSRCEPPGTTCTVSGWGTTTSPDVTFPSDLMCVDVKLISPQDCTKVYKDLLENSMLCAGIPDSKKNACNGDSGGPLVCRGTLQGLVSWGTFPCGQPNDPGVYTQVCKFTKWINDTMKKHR
sPLA2-III inh: Inhibits HGIII-sPLA2 liposome hydrolysis, primary screen; Q9NZ20; inhibition, % at 12.2 µM; QFRET BODIPY PC-A2 liposome hydrolysis, fluorescence; hit rate 0.56% among 370,000;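 active means inhibition above mean plus 3 SD of compounds lying within the high and low control bounds, cut at about 19% in these data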;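 further: 0% = median of test compound wells and 100% = no enzyme DMSO wells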
Target sequence (Q9NZ20 whole entry, looked up): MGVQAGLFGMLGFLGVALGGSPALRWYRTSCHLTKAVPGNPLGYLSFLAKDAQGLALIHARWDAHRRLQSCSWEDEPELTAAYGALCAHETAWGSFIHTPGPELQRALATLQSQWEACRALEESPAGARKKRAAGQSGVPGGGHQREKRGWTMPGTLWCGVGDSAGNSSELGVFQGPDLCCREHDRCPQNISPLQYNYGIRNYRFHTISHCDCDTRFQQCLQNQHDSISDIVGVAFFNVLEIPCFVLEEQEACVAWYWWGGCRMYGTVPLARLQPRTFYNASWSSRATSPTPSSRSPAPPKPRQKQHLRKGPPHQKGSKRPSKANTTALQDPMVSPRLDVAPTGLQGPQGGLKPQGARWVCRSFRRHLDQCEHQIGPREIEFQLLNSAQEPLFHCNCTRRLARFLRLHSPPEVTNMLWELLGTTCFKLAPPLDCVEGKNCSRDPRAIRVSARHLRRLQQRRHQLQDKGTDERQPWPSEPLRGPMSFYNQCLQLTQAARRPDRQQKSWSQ
NPR1 activator: GC-A (human) enzyme activation; P16066; HEK293 GC-A cells, cGMP TR-FRET, EC30 ANP; 0% at EC30 ANP, 100% saturating ANP; activation, % at 10 µM; hit rate 0.14% among 370,000; AID 1671463; in the data active means activation above about 40%
NPR2 activator: GC-B (human) receptor activation; P20594; HEK293-GC-B cells, CNP EC30, cGMP TR-FRET; 0% at EC30 CNP, 100% saturating CNP; activation, % at 10 µM; hit rate 0.11% among 370,000; AID 1920062;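 active means activation at 10 µM reaching about 35% in either raw or pattern-adjusted values, limit read from the data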
ssDAF12 agonist: activators of S. stercoralis DAF-12 nuclear receptor | activation, % at 6.8 µM | HEK293 ssDAF-12/GRIP1 lit1-tk-luc reporter, luminescence; % of 3 µM dafachronic acid response | AID 652126 | hit rate 1% among 370,000;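 active means activation above the mean over all tested compounds plus 3 SD, cut at about 0.9% in these data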;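 further: 0% = DMSO-only wells and 100% = 3 µM delta7-dafachronic acid wells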
hcDAF-12 act: H. contortus DAF-12 activation, primary screen. HEK293 hcDAF-12 lit1-tk-luc reporter, luminescence; 0% DMSO, 100% Δ7-dafachronic acid. activation, % at 6.8 µM. hit rate 1.4% among 370,000. AID 652067;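 active means activation above the mean of all tested compounds plus 3 SD, cut at about 5.5% in these data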;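 further: 100% = response to 3 µM Δ7-dafachronic acid high control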
DAX1 inh-2: NR0B1 (DAX1) inhibition; P51843; HEK293 Gal4-DAX1 luciferase reporter, luminescence; AID 504766; hit rate 0.99% among 340,000; inhibition, % at 6.75 µM;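 active means inhibition above the mean over all tested compounds plus 3 SD, cut at about 4.2% in these data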;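 further: 0% = DAX1-transfected cells with DMSO and 100% = empty-vector control cells with DMSO; inhibition shows as a rise in luminescence from relieved DAX1 repression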
Target sequence (P51843 207-470 limits assumed): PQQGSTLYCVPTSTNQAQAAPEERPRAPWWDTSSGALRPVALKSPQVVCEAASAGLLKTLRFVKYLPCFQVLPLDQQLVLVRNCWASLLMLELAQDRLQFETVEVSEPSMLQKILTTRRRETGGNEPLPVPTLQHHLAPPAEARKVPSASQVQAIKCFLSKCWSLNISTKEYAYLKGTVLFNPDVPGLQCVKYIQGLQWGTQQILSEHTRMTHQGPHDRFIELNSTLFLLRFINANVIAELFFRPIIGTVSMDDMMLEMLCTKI
Numbers without * were called inactive; nt = no result given.

SMILES	DAX1 inh-1	FXN GAA850 act	hgDAF-12 ag	SMARCA2 act	proKLK7 act	sPLA2-III inh	NPR1 activator	NPR2 activator	ssDAF12 agonist	hcDAF-12 act	DAX1 inh-2
CCOC(=O)C1(CC/C(C)=N\NC(N)=O)CC(C)(C)OC1=O (configuration not stated)	0.1	-2.4	-0.3	-3.5	-1.1	3.8	1.6	5.8	-0.2	1.4	-0.7
COC(=O)/C=C/c1cnc[nH]1	-0.2	0.7	3.8	2.1	-0.2	7.1	2.9	5.0	-1.0	2.4	1.9
Nc1nnc(SCC(=O)c2ccc([N+](=O)[O-])cc2)s1	0.3	-0.3	5.5	3.5	-0.3	-19.6	-5.1	-7.2	-0.9	-0.7	-0.8
Cc1c2c(n3c(nc4ccccc43)c1C#N)N(CCCN(C)C)CC2	1.0	-0.4	3.5	-1.7	63.0*	4.5	-1.6	1.4	-0.2	-0.2	-0.1
O=C(COC(=O)CCC(=O)c1cccs1)Nc1cc(S(=O)(=O)N2CCOCC2)ccc1Cl	0.5	3.0	0.0	-0.5	0.7	-8.3	-1.4	-2.7	-1.0	0.7	0.1
Cc1cn([C@H]2C[C@H](O)[C@@H](CCC(=O)NCc3ccccc3)O2)c(=O)[nH]c1=O	-0.5	0.6	0.0	-0.9	-0.6	4.7	3.2	3.6	0.0	1.8	0.2
CCCCN(C(=O)C1=COCCO1)c1c(N)n(CCCC)c(=O)[nH]c1=O	0.6	0.6	1.0	-2.4	-0.6	8.3	0.8	3.2	-0.9	0.2	0.3
Cc1nnc(SCC(=O)N(C)C2CCCCC2)n1C	0.2	-1.6	1.1	-1.4	0.1	9.5	1.0	-0.3	-0.8	0.1	1.6
CC(C)(NC(=O)c1ccccc1)c1nc2ccccc2s1	-0.2	2.2	0.0	-0.9	-0.3	-2.1	0.7	2.2	-0.7	1.1	0.4
O=C(O)CC(CC(=O)Nc1ccc(Oc2ccccc2)cc1)c1ccccc1 (configuration not stated)	0.3	-0.8	0.5	-1.5	0.2	-13.6	-1.7	-1.4	-1.8	1.3	1.4
COc1ccc(Cl)cc1NC(=O)CN(C)C(=O)c1ccc2c(c1)OCCO2	-0.7	3.0	0.0	-2.2	0.2	-3.9	-0.8	-0.8	-0.1	1.5	-1.2
Cc1[nH][nH]c(=O)c1N=Nc1ccc(F)cc1	0.6	1.2	1.2	-2.3	-0.2	4.7	-0.6	6.3	-0.3	-0.4	-1.4
Cc1ccccc1OCCn1cc(C(=S)N2CCCC2)c2ccccc21	-1.0	0.0	-1.5	-3.9	0.0	-11.7	-1.0	0.6	-1.8	-1.8	-0.6
CCOc1ccc(CN(C)CC(=O)c2c(N)n(Cc3ccccc3)c(=O)n(CC)c2=O)cc1OC	-0.3	0.0	-0.8	-0.7	0.3	-9.6	2.4	2.8	-1.3	-1.0	0.5
Cc1ccc(C2(C)NC(=O)N(CC(=O)N(Cc3ccccc3)C(C)(C)C)C2=O)cc1 (configuration not stated)	-0.2	-0.1	-0.5	-0.6	0.4	-4.5	-0.9	-1.9	-0.8	0.0	0.9
CN1CCn2cnc(C(=O)Nc3ccc(Cl)cc3)c2C1=O	-0.8	0.0	-0.2	-2.9	0.0	16.5	3.2	-10.9	-1.6	-2.4	0.9
CCC(CC)C(=O)Nc1nnc(CCc2ccccc2)s1	0.4	3.8	-0.8	-1.7	-0.2	4.8	0.6	-4.1	-1.5	-1.0	-0.7
O=C(Nc1cc([N+](=O)[O-])ccc1N1CCOCC1)c1ccco1	-0.7	1.2	-0.9	-4.7	0.1	4.1	2.6	-2.4	-1.6	-0.8	-1.2
CCCCn1c(SCC(=O)O)nc2ccccc21	-0.1	2.7	1.8	-0.1	-0.2	0.1	0.8	0.7	-1.5	-1.7	0.1
CCN(CC(=O)Nc1ccc(OC)cc1)C(=O)c1ccc2c(c1)NC(=O)C(C)S2 (configuration not stated)	-0.8	-0.5	3.2	-0.2	0.0	-2.7	-1.5	2.1	-0.7	-1.0	0.5
CCOc1ccc(-n2c(-c3ccccc3)nnc2-c2ccccc2)cc1	-1.5	-0.8	-1.6	-2.1	0.2	-2.2	-2.1	-3.8	-1.0	-2.1	-1.5
CC(C)CN1C(=O)[C@]2(CC(=O)N(C)C2c2ccccc2)c2cc(-n3cc(CO)nn3)ccc21 (some centres not stated)	1.5	nt	-2.8	-4.7	-0.6	18.3	2.4	9.8	-0.1	-0.1	nt
Cc1ccc(C)c(CSCc2nc3ccccc3[nH]2)c1	0.4	0.3	1.8	-2.3	-0.2	-3.4	0.6	-3.3	-0.7	-0.4	0.4
CCN(Cc1ccccc1)S(=O)(=O)c1ccc(C(=O)N(CCCN(C)C)c2nc3c(C)c(C)ccc3s2)cc1	0.6	-0.5	-0.8	-3.8	-0.4	-8.2	-3.4	4.2	-1.4	0.2	-0.3
CSc1nc(N)n2nc(C)cc2n1	-0.2	nt	-1.7	-0.8	0.7	-2.0	5.8	-3.5	-0.9	-0.3	nt
COc1ccc(NC(=O)Nc2ccc(F)cc2)cn1	-0.3	2.7	3.0	1.6	0.5	2.4	2.6	1.6	-0.3	1.8	1.0
Cc1cccc(CC(C)NC(=O)c2cc(COc3ccc(F)cc3F)on2)n1 (configuration not stated)	1.3	3.7	1.6	-0.1	-0.2	-2.4	19.1	2.4	-1.2	0.1	0.0
C=CCN(C(=O)Cn1nnc2ccccc21)C(C(=O)NCCOC)c1ccc(OC)cc1OC (configuration not stated)	0.2	0.8	3.1	-1.3	-0.4	-1.9	-1.9	-1.5	-0.9	-0.9	0.1
COCCCN1CN(S(=O)(=O)c2ccc(Cl)cc2)c2nc3ccccc3nc21	-0.5	-1.5	-1.6	1.7	0.0	-16.1	-5.8	-2.1	-1.3	-0.4	1.9
OC[C@@H]1CN(Cc2cccc(C(F)(F)F)c2)C[C@H](n2cnc3c(NC4CC4)ncnc32)O1	-1.0	1.4	-2.5	-1.6	0.2	4.0	-4.0	-5.6	-1.1	-2.2	nt
COc1ccc(/C=C/C(=O)NC(=S)N2CCOCC2)cc1	0.0	1.3	7.1	2.3	0.4	0.4	0.8	-1.1	0.3	2.1	1.4
CN(CC(=O)Nc1ccc(S(=O)(=O)N2CCOCC2)cc1)Cc1ccc(F)cc1	-2.1	-2.2	2.8	-2.5	0.2	3.1	0.4	1.9	-0.3	-0.4	-1.0
CS(=O)(=O)c1cccc(C(=O)N(CCc2ccccc2)Cc2cccs2)c1	-0.4	-1.0	2.7	-1.1	-0.1	-4.9	-4.0	-4.6	0.3	-1.8	-0.7
NC(=O)C1CCN(c2nc(-c3ccc4c(c3)CCO4)cs2)CC1	nt	nt	5.3	nt	nt	6.1	-6.8	-1.0	-0.1	1.7	nt
Cc1ccc2nc(C)cc(Nc3ccc4c(c3)OCCO4)c2c1	-2.3	-5.3	-7.3	-1.8	-0.5	-6.6	12.7	6.2	-2.0	-5.7	0.2
CSCCC(NS(=O)(=O)c1ccc2[nH]c(=O)c(=O)[nH]c2c1)C(=O)O (configuration not stated)	-0.7	2.8	-1.4	0.4	-0.4	5.8	-2.1	4.4	-1.4	-1.2	-0.7
CC(=O)Oc1cccc(C2C3=C(CC(C)(C)CC3=O)Nc3ccccc3N2C(C)=O)c1 (configuration not stated)	-0.7	1.5	-1.0	0.0	1.0	-3.5	-4.7	-2.1	-0.7	0.7	2.5
COc1ccc(C(=O)N/C(=C\c2cn(S(=O)(=O)N(C)C)c3ccccc23)C(=O)NC(C)C)cc1	-1.5	-1.7	0.4	-3.7	0.6	7.5	-11.3	-0.4	-1.5	4.7	1.2
Cc1nn(-c2ccccc2)c(C)c1/C=N\N1CCN(c2ccc(Cl)cc2)CC1	-0.6	0.6	-0.5	0.1	-0.2	5.4	-3.3	-1.4	-1.5	-2.1	0.0
COc1ccc(C(=O)COC(=O)CNC(=O)c2ccc(C)s2)c(OC)c1	0.5	0.4	2.5	-2.1	-1.0	7.6	2.0	4.9	-0.5	0.0	0.2
O=C1/C(=C/c2ccc3c(c2)OCO3)CCC/C1=C\c1ccc2c(c1)OCO2	0.6	1.7	4.3	4.6	-0.1	-8.8	3.8	2.4	-0.9	-0.1	-0.1
COc1ccc(CCn2nnc3ccccc3c2=O)cc1OC	3.5	3.6	9.4	1.3	0.5	11.6	0.4	0.6	-0.7	-0.1	2.1
CN(CC(=O)Nc1ccc(Cl)cc1)CC(=O)Nc1sc2c(c1C(N)=O)CCC2	-0.8	-2.4	-3.8	-6.7	-0.2	7.5	-6.3	2.9	-0.6	-0.9	0.5
COC(=O)CCC(=O)OC1(C)C(=O)C=C2C=C(C3CC3)N(CCc3ccccn3)C=C2C1=O (configuration not stated)	0.4	0.5	0.3	0.6	-0.8	-3.5	2.6	3.7	-1.1	-0.7	1.4
CC1CC(C)CN(CCCNC(=O)c2ccc(CS(=O)(=O)Cc3ccccc3F)o2)C1 (configuration not stated)	-0.1	0.2	0.8	-1.5	-0.1	-2.7	1.5	2.7	-1.1	-0.9	1.2
O=C1CCCC2=C1C(c1cccs1)Nc1ccccc1N2 (configuration not stated)	-0.3	3.6	0.6	1.6	0.3	-0.5	-0.6	6.1	-0.7	1.6	1.0
O=C(Nc1ccc2cn[nH]c2c1)c1ccccc1F	3.9*	4.3	14.0*	5.9	0.0	0.0	1.6	-5.7	0.8	7.8*	1.5
Cc1ccc(C(=O)Nc2ccc(NC(=O)c3ccccc3Cl)c(C)c2)cc1	1.1	1.1	4.5	0.3	1.0	4.9	2.7	-1.0	-0.9	1.7	0.0
CCOC(=O)C1=C(c2ccccc2)N=C2SCC(=O)N2C1c1ccc(O)c(OC)c1 (configuration not stated)	-0.3	0.3	1.6	1.3	-0.3	-72.1	-3.3	-5.5	-0.7	-0.2	4.1
CCOC(=O)C1CCN(C(=O)COc2ccc(S(=O)(=O)NC(C)C)cc2Cl)CC1	-1.2	-1.6	-3.5	1.0	0.1	-5.4	-4.8	6.1	-1.0	-0.2	0.2
O=C(Nc1ccc(-c2csc(Nc3ccc(Cl)cc3)n2)cc1)c1ccccc1	-1.4	1.2	1.1	1.4	-1.0	14.1	-4.0	-8.8	-1.8	-1.9	-2.5
O=c1cnn(Cc2c(Cl)cccc2Cl)c2ccccc12	0.5	3.3	1.7	-0.7	0.4	0.6	-3.1	-1.0	-1.1	-1.0	1.3

Some of the entries so far, with bars between the fields.
Compound | DAX1 inh-1 | FXN GAA850 act | hgDAF-12 ag | SMARCA2 act | proKLK7 act | sPLA2-III inh | NPR1 activator | NPR2 activator | ssDAF12 agonist | hcDAF-12 act | DAX1 inh-2
CCOC(=O)C1CCN(C(=O)COc2ccc(S(=O)(=O)NC(C)C)cc2Cl)CC1 | -1.2 | -1.6 | -3.5 | 1.0 | 0.1 | -5.4 | -4.8 | 6.1 | -1.0 | -0.2 | 0.2
O=C(Nc1ccc(-c2csc(Nc3ccc(Cl)cc3)n2)cc1)c1ccccc1 | -1.4 | 1.2 | 1.1 | 1.4 | -1.0 | 14.1 | -4.0 | -8.8 | -1.8 | -1.9 | -2.5

Screening results as filed in PubChem.
